# Screening results: PubChem, National Center for Advancing Translational Sciences (NCATS)
# CBFb RUNX1 block: blocks binding between human CBF-beta and RUNX1; 230,000 tested, under 10 active; AlphaScreen CBFb-His/RUNX1-biotin binding, biochemical; Q01196+Q13951; Potency, µM (highest dose often 59.8 µM), for the others: at the highest dose activity, negative = inhibition, usual class: inhibitors; note: % of control where 0% means no effect
# Target sequence (Q01196 whole entry, looked up): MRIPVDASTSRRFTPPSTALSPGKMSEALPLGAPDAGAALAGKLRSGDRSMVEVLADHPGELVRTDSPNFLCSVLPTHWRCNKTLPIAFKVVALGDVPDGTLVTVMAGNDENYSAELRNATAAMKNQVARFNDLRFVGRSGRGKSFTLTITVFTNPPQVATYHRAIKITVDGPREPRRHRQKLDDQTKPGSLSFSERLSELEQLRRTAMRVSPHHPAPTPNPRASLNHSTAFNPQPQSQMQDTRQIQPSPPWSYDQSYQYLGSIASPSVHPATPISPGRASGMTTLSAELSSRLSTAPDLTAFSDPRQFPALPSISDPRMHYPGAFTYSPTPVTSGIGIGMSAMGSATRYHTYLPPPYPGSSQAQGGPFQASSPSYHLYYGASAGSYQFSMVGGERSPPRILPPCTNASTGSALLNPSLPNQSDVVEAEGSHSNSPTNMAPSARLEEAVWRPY
# Target sequence (Q13951 whole entry, looked up): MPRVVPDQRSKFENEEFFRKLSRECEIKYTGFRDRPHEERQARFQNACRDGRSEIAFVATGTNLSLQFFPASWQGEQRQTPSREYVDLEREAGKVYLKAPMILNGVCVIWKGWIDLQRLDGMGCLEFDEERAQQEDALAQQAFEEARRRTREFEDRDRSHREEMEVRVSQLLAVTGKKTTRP
#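 Bead-based AlphaScreen assay; binding partners His-tagged CBF-beta and biotinylated RUNX1 at 30 nM each. Compound exposure 15 min after a 20-min protein preincubation; bead step 90 min; all steps at room temperature.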
# HttQ103 aggreg: inhibitors of mutant huntingtin aggregate formation in PC12 cells. PC12 HttQ103-GFP aggregates, Acumen cytometry, 40 h. Potency, µM (series often up to 46.1 µM), for the others: at the highest dose activity change, negative = inhibition, usual class: inhibitors. actives 1.1% (n = 220,000). AID 1688; note: potency is the fitted concentration of half-maximal effect; % is set by controls: 0 for no effect and ±100 for the full control effect; nearly all actives have a fitted effect of over 60% in size
#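 Aggregate formation scored by laser-scanning cytometer (488 excitation, 500–530 emission) in lysed PC12 cells expressing Q103-GFP after 100 nM tebufenozide induction; library tested in dose series, with ATPLite reagent added in the multiplex.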
# IMPase Li cell: IMPase inhibition in cells with lithium potentiation; CHO-M1 cells, IP1 TR-FRET (IP-One), carbachol + lithium; Potency, µM (top dose mostly 59.4 µM), without a hit: top-dose activity, negative = IMPase inhibition, usual class: inhibitors; actives 0.35% (n = 210,000); AID 1457;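 note: IP1 builds up when IMPase is blocked and the TR-FRET signal falls; potency is the fitted concentration of half-maximal effect; plate controls were basal vehicle for no effect and high inhibitor control for full effect; nearly all actives have a fitted effect of over 50% in size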
#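 CHO cells stably expressing M1 receptor (2000/well, cultured 16–30 h) treated 30 min at 37C with compound plus low lithium. Cytosolic IP1 by TR-FRET (665/620 ratio and 620 channel) after 10 min lysis; AC50 by Hill fit.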
# Luc counter: blocks Kinase-Glo luciferase, a counter-screen artifact; Q27757; Kinase-Glo luciferase, ATP luminescence, 8 min; Potency, µM (highest dose often 38.3 µM), without a hit: top-dose activity change, negative = inhibition, actives largely listed as inhibitors; actives 0.28% (n = 200,000); AID 1379; note: potency is the fitted concentration of half-maximal effect; % is set by controls: 0 for no effect and ±100 for the full control effect; nearly all actives have a fitted effect of over 60% in size
#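 Compounds were added to a substrate mix at pH 7.2 (50 mM imidazole, 10 uM ATP, within the enzyme's linear range), followed by Kinase-Glo detection reagent; luminescence was measured after 8 minutes at ambient temperature.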
# L3MBTL1 block: blocks human L3MBTL1 | actives 0.66% (n = 230,000) | Q9Y468 | Potency, µM (titrated, usually from 57.1 µM), inactives show top-dose activity, negative = inhibition, actives largely listed as inhibitors | AlphaScreen L3MBTL1–H3K9me1 peptide binding; note: potency is the fitted concentration of half-maximal effect; % is set by controls: 0 for no effect and ±100 for the full control effect; nearly all actives have a fitted effect of over 60% in size
#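 L3MBTL1 (50 nM) pre-complexed 30 min with biotinylated H3(1-15)K9me1 peptide (75 nM), then compounds added for 30 min at room temperature; AlphaScreen streptavidin donor/nickel chelate acceptor beads (10 ug/mL final) read after 30 min dark incubation.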
# NPSR antagonist: antagonists of human neuropeptide S receptor cAMP signaling; AID 1461; CHO-NPSR cells, cAMP TR-FRET, antagonist mode; actives 1% (n = 220,000); Potency, µM (series often up to 38.3 µM), for inactives: top-dose activity change, negative = inhibition, most hits filed as inhibitors; note: potency is the fitted concentration of half-maximal effect; % is set by controls: 0 for no effect and ±100 for the full control effect; nearly all actives have a fitted effect of over 50% in size; many of its hits are not listed in these tables
# Target sequence (Q6W5P4 whole entry, looked up): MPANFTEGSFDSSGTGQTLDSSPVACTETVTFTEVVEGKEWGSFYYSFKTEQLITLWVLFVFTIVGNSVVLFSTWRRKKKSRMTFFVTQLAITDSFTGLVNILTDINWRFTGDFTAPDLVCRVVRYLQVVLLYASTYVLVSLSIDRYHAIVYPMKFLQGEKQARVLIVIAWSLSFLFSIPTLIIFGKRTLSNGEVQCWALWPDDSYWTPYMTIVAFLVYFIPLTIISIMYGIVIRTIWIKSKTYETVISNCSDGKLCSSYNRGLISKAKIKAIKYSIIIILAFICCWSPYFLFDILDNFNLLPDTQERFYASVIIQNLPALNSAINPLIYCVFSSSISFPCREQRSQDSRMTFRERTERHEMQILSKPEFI
# Epigenetic reg: derepresses silenced GFP reporter in murine cells. Potency, µM (doses to about 53.9 µM), for the others: top-dose GFP activation, most hits filed as activators. actives 0.2% (n = 280,000). AID 1865. murine LDR cells, GFP reporter derepression, 30 h; note: potency is the fitted concentration of half-maximal effect; % of control where 0% means no effect; nearly all actives have a fitted effect of over 60% in size
#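 Readout is the number of GFP-expressing murine LDR cells, counted by cytometry following washing. Cells were treated with compound for 30 h at 37 C; the stably integrated CMV-GFP locus is normally silent.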
# * hit, by the source's call; ? = inconclusive; . = no result given; [ ] = remark or other dose. Calls come from the whole dose curve; as a rule, active = well fitted curve in the direction sought with a large enough effect; inconclusive = small, poorly fitted or top-dose-only effect, or another doubt; inactive = no such curve, though single readings can be large; an effect the other way counts as inactive or inconclusive.
no.	structure	HttQ103 aggreg	IMPase Li cell	NPSR antagonist	L3MBTL1 block	Luc counter	CBFb RUNX1 block	Epigenetic reg
1	COc1ccc(S(=O)(=O)O/N=C2\CCSc3ccc(C)cc32)cc1	-10%	60%[activator][38.3 µM]	-7%[46.1 µM]	8%	-2%	10%	0.0%
2	Cc1cc(C)n2ncc(S(=O)(=O)c3ccccc3)c2n1	2%	-5%	2%	.	-1%	6%	-0.3%
3	COc1ccc(C(=O)OCCN2CCCCC2)cc1	5%	2%	-5%	.	-1%	-2%	0.1%
4	CC(C)c1ccccc1	.	12%	.	9%	.	6%[21.7 µM]	.
5	CN=C1SC(CC(=O)Nc2ccc(N3CCOCC3)cc2)C(=O)N1C (configuration not stated)	7%	7%[38.3 µM]	-14%[46.1 µM]	13%	3%	14%	-1.1%
6	Cc1ccc(NCC(=O)N/N=C/c2cccc(Oc3ccccc3)c2)cc1	9%	8%	-28%	-11%	5%	-1%	5.9%
7	COC(=O)c1ccccc1N1CCS(=O)(=O)CC1	-6%	2%	17%	1%	1%	3%	0.9%
8	O=C(CSc1nnc(-c2ccccn2)n1Cc1ccco1)c1ccccc1	4%	-8%[38.3 µM]	-18%[46.1 µM]	-5%	0%	-2%	0.0%
9	O=C(Nc1nnc(COc2ccccc2)s1)c1ccco1	?	-22%[38.3 µM]	-6%[46.1 µM]	-7%	-1%	1%	1.0%
10	O=c1[nH]c(CSc2ccccc2)nc2c1oc1ccccc12	-5%[9.22 µM]	.	33%	-7%	.	-2%	1.9%
11	COc1ccc2nc(N(CCN(C)C)C(=O)/C=C/c3cccs3)sc2c1	-25%	5%	-36%	.	7%	-5%	0.5%
12	Cc1ccc(SC(C)C(=O)Nc2ccccc2-c2ccccc2)cc1 (configuration not stated)	-7%	10%	-51%	46%[activator]	0%	?	-3.2%
13	O=C(NNS(=O)(=O)c1ccc([N+](=O)[O-])cc1)c1cnn(-c2ccccc2)c1-n1cccc1	3%	-2%	-9%[46.1 µM]	-1%	1%	-6%	-0.8%
14	COc1cc(OC)c2c(=O)cc(-c3cccnc3)oc2c1	-3%[9.22 µM]	.	9%	.	.	14%	0.0%
15	COc1ccc(C(=O)NCc2nc3ccccc3[nH]2)cc1OC	-9%	26%[38.3 µM]	-1%[46.1 µM]	-1%	6%	4%	0.0%
16	COc1cccc2cc(C(=O)OCC(=O)NCc3ccc4c(c3)OCO4)c(=O)oc12	5%[9.22 µM]	.	-16%	-2%	.	6%	1.0%
17	CC(C)(C)C(=O)Nc1nc(-c2ccccc2)ns1	-31%	2%	-7%[46.1 µM]	2%	-4%	26%	0.0%
18	CC1=NOC(=O)/C1=C\c1ccc2c(c1)OCO2	4%	-2%	9%	0%	-1%	-2%	-1.5%
19	CC(C)Sc1nnc([C@H](C)NC(=O)OC(C)(C)C)o1	11%	8%[38.3 µM]	1%[46.1 µM]	0%	-4%	5%	-0.7%
20	O=C(NN1C(=O)c2ccccc2NC1c1ccoc1)c1ccccc1 (configuration not stated)	-2%	-8%	9%	.	2%	4%	2.2%
21	Cc1c(Nc2nc(-c3cccc([N+](=O)[O-])c3)cs2)c(=O)n(-c2ccccc2)n1C	-20%[9.22 µM]	13%	2%	-3%	-1%	-7%	-1.3%
22	CC(C)NS(=O)(=O)c1ccc(OCC(=O)Nc2ccc3c(c2)OCO3)c(Cl)c1	-10%	3%	-18%[46.1 µM]	-2%	1%	7%	0.0%
23	CCOc1ccc(OCCCN(C)C)cc1	-2%	33%[activator][38.3 µM]	6%[46.1 µM]	.	19%	-2%	-1.0%
24	COc1cc(Cl)c(C)cc1NC(=O)CN(C)Cc1cccc(OC)c1OC	?	15%	?	?	0%	?	0.8%
25	O=C(CS(=O)(=O)c1ccccc1)Nc1ccccn1	9%[9.22 µM]	-4%	18%	-2%	4%	5%	-4.5%
26	O=C1CS/C(=N/N=C/c2ccccc2OS(=O)(=O)c2ccccc2)N1	?	-1%	-21%	-7%	-2%	-1%	9.3%
27	COc1ccc2occ(C(=O)c3cccs3)c2c1	-20%	4%[38.3 µM]	9%[46.1 µM]	.	-10%	13%	0.8%
28	CC(=O)Nc1ccc(NC2=C(Cl)C(=O)c3ccccc3C2=O)cc1	?	74%[activator]	10µM*	?	?	27%	-6.6%
29	COC(=O)c1ccc(NC(=O)COc2ccc(S(=O)(=O)N3CCCCC3)cc2)cc1	17%	27%[38.3 µM]	-9%[46.1 µM]	.	-4%	-1%	0.0%
30	CCn1c(C(C)NC(C)=O)nc2ccccc21 (configuration not stated)	10%	-9%[38.3 µM]	1%[46.1 µM]	.	0%	2%	-1.3%
31	CCc1nnc(NC(=O)CN2CCN(c3ccccc3F)CC2)s1	12%[9.22 µM]	-2%	1%	1%	0%	7%	0.0%
32	O=[N+]([O-])c1ccc(-c2nc(-c3ccncc3)no2)cc1	-5%[9.22 µM]	.	7%	.	.	8%	0.0%
33	OCC1(Cc2ccc(Cl)cc2)CCN(CCCc2ccccc2)CC1	1%[9.22 µM]	9%	-17%	-2%	-5%	1%	1.0%
34	COc1ccccc1NC(=O)C1=C(C)Nc2nc(-c3ccc(N(C)C)cc3)nn2C1c1ccncc1 (configuration not stated)	-3%	-2%[38.3 µM]	?	0%	1%	-21%	0.0%
35	O=c1c2ccccc2nc(-c2ccco2)n1/N=C/c1ccccc1O	-17%	4%	2%[46.1 µM]	6%	-1%	1%	-1.0%
36	Cc1ccc(C(=O)N[C@@H](C)CN2C3=NC[C@H](C(C)C)N3C[C@H]2Cc2ccc(O)cc2)cc1Br	-18%[9.22 µM]	-1%	21%	-12%	.	5%	-6.4%
37	OCCC1CN(Cc2cccc(-c3ccco3)c2)CCN1Cc1ccsc1 (configuration not stated)	0%[9.22 µM]	25%	-1%	-28%	0%	-4%	0.9%
38	Cc1ccc(C(CCNC(C)c2cccs2)c2ccco2)cc1 (configuration not stated)	18%[9.22 µM]	.	33%	6%	.	3%	0.1%
39	Cn1c(SCc2ccc(C(=O)Nc3nccs3)cc2)nnc1-c1ccccc1	-12%	23%[38.3 µM]	-7%[46.1 µM]	.	-4%	4%	1.0%
40	Cc1ccc(S(=O)(=O)CC(N)=O)cc1	13%	22%[38.3 µM]	-9%[46.1 µM]	.	-2%	0%	-2.1%
41	COCCNC(=O)CN1CCC(n2c(C)nc3cc(C(F)(F)F)ccc32)CC1	-7%	17%[38.3 µM]	1%[46.1 µM]	.	-7%	5%	3.0%
42	Cc1ccc(N(C(=O)c2ccc(S(=O)(=O)N(C)C)cc2)C2C=CS(=O)(=O)C2)cc1 (configuration not stated)	-20%	5%	1%	.	2%	2%	-2.4%
43	c1ccc(N2CCN(c3nc4cc5c(cc4s3)OCCO5)CC2)cc1	6%	-13%	-4%[46.1 µM]	-2%	2%	-6%	-0.9%
44	Cc1ccc(S(=O)(=O)Nc2nc3cc(C)c(C)cc3[nH]2)cc1	4%[9.22 µM]	13%	-1%	6%	-6%	6%	-3.8%
45	COCC(=O)Nc1c(C(=O)Nc2ccc3c(c2)OCCO3)oc2ccccc12	-12%	-1%	-18%	-14%	4%	-9%	-3.0%
46	Cc1nn(-c2ccc(F)cc2)c(Cl)c1/C=C1\C(=O)Nc2ccccc21	7%	15%	-43%	-8%	-1%	-3%	1.0%
47	CC1CCCC(NC(=O)Nc2cccs2)C1C (configuration not stated)	28%	16%[38.3 µM]	10%[46.1 µM]	.	18%	-4%	-1.0%
48	CC(NC(=O)C1CCN(c2nnc(-n3cccc3)s2)CC1)C12CC3CC(CC(C3)C1)C2 (configuration not stated)	15%	-3%[38.3 µM]	3%[46.1 µM]	3%	-1%	-1%	1.1%
49	COc1ccc(NC(=O)C2CCN(Cc3cnn(-c4ccccc4)c3-n3cccc3)CC2)cc1OC	?	11%[38.3 µM]	-20%[46.1 µM]	.	-3%	-13%	-3.7%
50	Cn1c(SCC(=O)N2CCCc3ccccc32)nnc1-c1c[nH]c2ccccc12	-25%	21%[38.3 µM]	-24%[46.1 µM]	9%	2%	4%	-1.0%

# Next entries follow:
no.	structure	HttQ103 aggreg	IMPase Li cell	NPSR antagonist	L3MBTL1 block	Luc counter	CBFb RUNX1 block	Epigenetic reg
51	COCCn1c(C)cc(C(=O)COC(=O)c2ccc([N+](=O)[O-])o2)c1C	19%	3%	7%	-17%	0%	-15%	4.2%
52	COc1ccccc1C(=O)NC(=S)Nc1cc(C(=O)O)ccc1C	-14%	3%	-28%	.	4%	0%	1.1%
53	COC(=O)c1ccc2c(c1)S(=O)(=O)NC(=NCCCN1CCOCC1)S2	2%	-2%[38.3 µM]	6%[46.1 µM]	7%	-7%	21%	0.0%
54	COc1cc2c(cc1NC(=O)/C=C/c1ccc([N+](=O)[O-])cc1)oc1ccccc12	-5%	0%	7%	0%	-4%	6%	0.0%
55	O=c1[nH]cc(COCc2ccccc2)c(=O)[nH]1	3%	14%[38.3 µM]	-8%[46.1 µM]	.	0%	3%	-1.1%
56	O=C(c1ccc2c(Cl)c3c(nc2c1)CCCC3)N1CCN(c2ccc(F)cc2)CC1	-1%	19%	-11%	-3%	0%	-9%[2.36 µM]	-3.0%
57	O=C(O)C1C2C=CC(C2)C1C(=O)N1CCN(C/C=C/c2ccccc2)CC1 (configuration not stated)	24%	-1%[38.3 µM]	0%[46.1 µM]	6%	-5%	3%	-1.1%
58	O=C(NNC(=O)C1C2CCC(C2)C1C(=O)O)c1cccc(Cl)c1 (configuration not stated)	2%[9.22 µM]	-3%	15%	-2%	-1%	3%	2.2%[10.1 µM]
59	COc1ccccc1N1CCN(C(=O)/C=C/c2ccc(C)cc2)CC1	-6%	-2%	8%	3%	2%	-1%	1.0%
60	COC(=O)c1ccc(NC(=O)CSC2=NC(=O)C(c3ccccc3)C(=O)N2)cc1 (configuration not stated)	-20%	-5%	21%	8%	3%	3%	0.0%
61	Cc1ccc2c(c1)c(C)c(C)n2CC(O)Cn1nnc2ccccc21 (configuration not stated)	-2%	7%[38.3 µM]	-26%[46.1 µM]	-9%	1%	-23%	0.0%
62	O=S(=O)(NCc1ccccn1)c1ccc2c(c1)OCCO2	-2%	14%[38.3 µM]	6%[46.1 µM]	0%	2%	6%	0.1%

# Some of the compounds tested. The share of hits here may be higher or lower than overall.
